ADAM17 inh = ADAM17 inhibitors, primary screen, biochemical, QFRET | Disintegrin and metalloproteinase domain-containing protein 17 (Homo sapiens), P78536 | 370,000 tested, 0.83% active | inhibition, % at 6.95 µM | recombinant ADAM17, EDANS/DABCYL FRET peptide cleavage;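 active means inhibition above the mean of compounds lying between control limits plus 3 SD, set per campaign, cut at about 8.5% in these data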;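 further: 0% = DMSO-only wells as the low control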
ASAP1 GAP inh = inhibitors of human ASAP1 ArfGAP activity, primary screen, biochemical, fluorescence polarization. 360,000 tested, 0.19% active. AID 624377, 2012. Arf-GAP with SH3 domain, ANK repeat and PH domain-containing protein 1 (Homo sapiens), …. ASAP1-stimulated ARF1 GTP hydrolysis, GDP FP detection. inhibition, % at 16.5 µM; in the data active means inhibition above about 25%;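 further: 0% = vehicle with enzyme and substrate and 100% = no enzyme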
Target sequence (Q9ULH1 325-724 limits assumed): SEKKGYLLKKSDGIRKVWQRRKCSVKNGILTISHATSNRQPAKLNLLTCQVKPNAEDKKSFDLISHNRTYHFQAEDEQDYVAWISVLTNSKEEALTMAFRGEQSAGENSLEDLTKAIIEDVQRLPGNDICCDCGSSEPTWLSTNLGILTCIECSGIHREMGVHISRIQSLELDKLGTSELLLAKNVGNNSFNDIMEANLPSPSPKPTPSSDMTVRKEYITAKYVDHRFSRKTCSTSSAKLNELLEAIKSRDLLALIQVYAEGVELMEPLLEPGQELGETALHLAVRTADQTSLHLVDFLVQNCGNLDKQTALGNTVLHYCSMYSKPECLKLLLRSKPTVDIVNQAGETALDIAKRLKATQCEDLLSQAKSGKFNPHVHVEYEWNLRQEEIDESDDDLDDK
ADAM10 inh = human ADAM10 inhibitors, primary screen, biochemical, QFRET, HTS; inhibition, % at 7 µM; Disintegrin and metalloproteinase domain-containing protein 10 (Homo sapiens), O14672; recombinant ADAM10, EDANS/DABCYL FRET peptide cleavage, 3 h; AID 720582, 2013; 370,000 tested, 0.62% active;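 active means inhibition above a per-campaign cutoff equal to the mean of compounds falling between control-based bounds plus 3 SD, cut at about 20% in these data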;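 further: 0% = DMSO wells while the 100% control is not disclosed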
TDP2 absorb = human TDP2 enzyme inhibitors, primary screen, biochemical, epi absorbance, recombinant enzyme | Tyrosyl-DNA phosphodiesterase 2 (Homo sapiens), O95551 | T5PNP hydrolysis, p-nitrophenol absorbance 415 nm | inhibition, % at 12.8 µM | 370,000 tested, 0.34% active | AID 720702, 2013;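 active means inhibition above the mean of all tested compounds plus 3 SD, set per campaign, cut at about 25% in these data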;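 further: 0% = DMSO with enzyme and 100% = buffer with substrate but no TDP2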
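Assay system: Recombinant human TDP2 | Quantity: 120 nM TDP2 per well | Incubation: 2 h at 37 °C | Signal: Epi absorbance | Evaluation: Percent inhibition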
PLC-gamma1 inh = PLC-gamma1 enzyme inhibitors, primary screen, biochemical, fluorescence, purified enzyme; 1-phosphatidylinositol 4,5-bisphosphate phosphodiesterase gamma-1 (Homo sapiens), P19174; fluorogenic substrate; inhibition, % at 12.2 µM; 370,000 tested, 0.84% active; in the data active means inhibition above about 9.5%
Tn6 DDE FP = inhibitors of Tn6 peptide binding to fibrin DD(E), primary screen, biochemical, fluorescence polarization, human fibrin, Tn6 probe. Fibrinogen beta chain (Homo sapiens), P02675. Fibrin DD(E) TRITC-Tn6 fluorescence polarization displacement. inhibition, % at 8.3 µM. 370,000 tested, 0.21% active. AID 720509, 2013;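 active means inhibition above a per-campaign cutoff: mean of compounds within control limits plus 3 SD, cut at about 15% in these data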;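 further: 0% = median of all compound wells on the plate and 100% = blocking peptide control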
KLK7 zymogen act = proKLK7 zymogen activators, primary screen, biochemical, fluorescence intensity | Kallikrein-7 (Homo sapiens), P49862 | purified proKLK7, EDANS-DABCYL substrate fluorescence; 100% is mature enzyme control, 0% vehicle | activation, % at 7 µM | 370,000 tested, 0.9% active;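 active means activation above the mean of all tested compounds plus 3 SD, computed per campaign excluding outliers beyond control limits, cut at about 13% in these data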
Target sequence (P49862 whole entry, looked up): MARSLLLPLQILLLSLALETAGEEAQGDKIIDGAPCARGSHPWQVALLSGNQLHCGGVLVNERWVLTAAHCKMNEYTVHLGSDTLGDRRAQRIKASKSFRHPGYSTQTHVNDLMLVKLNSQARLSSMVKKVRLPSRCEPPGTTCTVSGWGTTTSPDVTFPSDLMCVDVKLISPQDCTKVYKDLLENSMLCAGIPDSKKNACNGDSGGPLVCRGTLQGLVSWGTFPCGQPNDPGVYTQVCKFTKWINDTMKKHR
ARFGAP1 inhibitor = inhibitors of rat ARFGAP1 GAP activity, primary screen, biochemical, fluorescence polarization, GDP tracer | ADP-ribosylation factor GTPase-activating protein 1 (Rattus norvegicus), Q62848 | Arfgap1-stimulated ARF1 GTP hydrolysis, GDP FP detection | inhibition, % at 16.5 µM | 360,000 tested, 0.26% active | AID 651572, 2012;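 active means inhibition above a per-plate limit, mean inhibition of low control wells plus 3 SD, cut at about 25% in these data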;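 further: 0% = DMSO wells with enzyme and 100% = wells lacking Arfgap1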
Target sequence (Q62848 1-136 limits assumed): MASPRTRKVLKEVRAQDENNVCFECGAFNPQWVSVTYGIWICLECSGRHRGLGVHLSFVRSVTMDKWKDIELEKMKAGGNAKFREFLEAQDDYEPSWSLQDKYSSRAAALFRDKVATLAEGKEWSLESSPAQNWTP
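Material: rat Arfgap1 GAP domain (His6, aa 1-136), purified enzyme. Also added: human ARF1(Δ1-17)-GTP substrate. Compound dosing: 16.5 µM single point, 1.26% DMSO. Timing: enzyme reaction 120 min at 25 °C after 20 min preincubation. Signal: GDP detection by fluorescence polarization. Read-out basis: percent inhibition of GAP-stimulated GDP formation, scaled between DMSO and no-Arfgap1 medians.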
Tn7 DDE FP = inhibitors of Tn7 peptide binding to fibrin DD(E), primary screen, biochemical, fluorescence polarization, human fibrin, Tn7 probe. Fibrinogen beta chain (Homo sapiens), P02675. FP displacement of FITC-Tn7 peptide from fibrin DD(E); 0% = median of compound wells per plate. inhibition, % at 8.3 µM. 370,000 tested, 0.13% active. AID 720508, 2013;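 active means inhibition above the mean of compounds falling within the control limits plus 3 SD of them, cut at about 14% in these data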;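 further: 0% = plate median of compound wells and 100% = 10 µM Aha-Tn7 peptide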
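Assay system: Fibrin-DD(E) protein isolated from polymerized human fibrin clots; read-out basis: percent inhibition; medium: Tris/NaCl/CaCl2 buffer, pH 7.8; signal: FP measurement; incubation: 10 min plus 3 h, room temperature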
LEDGF integ inh = blockers of LEDGF/p75-dependent integrase strand transfer – biochemical, TR-FRET, high throughput, primary screen | TR-FRET IN-LEDGF/p75 DNA integration, Eu/Cy5 | inhibition, % at 3.7 µM | 370,000 tested, 0.64% active;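 active means inhibition above the screen-wide mean plus 3 SD, cut at about 13% in these data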;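 further: signal is the Cy5 over europium emission ratio at 671 and 618 nm; 0% = plate median of compound wells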
Active calls of the source: *; i = inactive; / = not tested or not shown. Compounds were not picked by outcome; overall some 4.2% were active at least once.

Compound	ADAM17 inh	ASAP1 GAP inh	ADAM10 inh	TDP2 absorb	PLC-gamma1 inh	Tn6 DDE FP	KLK7 zymogen act	ARFGAP1 inhibitor	Tn7 DDE FP	LEDGF integ inh
C[C@H]1CN([C@@H](C)CO)C(=O)CCCn2nncc2CO[C@H]1CN(C)S(=O)(=O)c1ccc(Oc2ccccc2)nc1	-2	12	-4	3	-1	0	0.7	-2	3	-1
CCOc1ccccc1C(=O)NCCCn1ccnc1	-3	-5	-9	12	1	0	0.0	6	-3	2
COc1ccc2c(=O)c3c(=O)n(Cc4ccco4)c(C(C)C)nc3oc2c1	-4	12	-2	12	1	4	-0.4	-4	-5	-1
CCOC(=O)C1(CCCc2ccccc2)CCN(C(=O)C(C)n2cncn2)CC1 (configuration not stated)	6	-20	11	-11	9.5*	-4	0.5	1	-4	3
CCCCN(CCCC)CCCNC(=O)Cn1cc2c(n1)-c1c(oc(C(=O)N3CCCC3)c1C)CC2	-26	16	-66	-1	-46	4	2.9	-2	-2	2
O=C(O)CCCNC(=O)Nc1ccccc1	-2	9	2	10	0	5	-0.2	-2	-7	1
Cc1ccc(S(=O)(=O)N(C)CCCC(=O)N2CCOCC2)cc1	1	-14	5	5	3	4	-0.3	6	-5	1
CC(=O)N(CC1CCCO1)c1nnc(-c2cnccn2)s1 (configuration not stated)	-14	1	-44	5	-7	1	2.4	-22	2	0
COCCOc1nc2ccccc2nc1C	-2	-14	1	-9	0	11	-0.8	-6	4	0
COc1ccc(NC(=O)C(C)SCc2ccccc2)cc1OC (configuration not stated)	1	5	6	-2	2	1	0.3	-11	-1	2

Only PLC-gamma1 inh, Tn7 DDE FP and ASAP1 GAP inh, for 5 of the compounds above:
canonical_smiles | PLC-gamma1 inh | Tn7 DDE FP | ASAP1 GAP inh
CCOC(=O)C1(CCCc2ccccc2)CCN(C(=O)C(C)n2cncn2)CC1 (configuration not stated) | 9.5* | -4 | -20
CCCCN(CCCC)CCCNC(=O)Cn1cc2c(n1)-c1c(oc(C(=O)N3CCCC3)c1C)CC2 | -46 | -2 | 16
O=C(O)CCCNC(=O)Nc1ccccc1 | 0 | -7 | 9
Cc1ccc(S(=O)(=O)N(C)CCCC(=O)N2CCOCC2)cc1 | 3 | -5 | -14
CC(=O)N(CC1CCCO1)c1nnc(-c2cnccn2)s1 (configuration not stated) | -7 | 2 | 1

More compounds
Compound	ADAM17 inh	ASAP1 GAP inh	ADAM10 inh	TDP2 absorb	PLC-gamma1 inh	Tn6 DDE FP	KLK7 zymogen act	ARFGAP1 inhibitor	Tn7 DDE FP	LEDGF integ inh
O=C(Nc1nccs1)c1ccc2c(=O)n3c(nc2c1)CCCCC3	1	14	1	0	-3	4	0.1	-2	-1	-3
COc1ccccc1OCC(=O)Nc1ccc(CSc2ccccc2)cc1C	0	-7	0	7	2	-2	-0.1	-2	3	-1
Cc1nc2ccc(C(=O)O)cc2nc1C	2	-2	0	9	1	-3	-0.3	13	-6	0
CCN(CC)S(=O)(=O)c1ccc(NC(=O)CSc2nnc(-c3cccc(OC)c3)n2C)cc1	-2	15	1	-2	0	-2	0.2	5	3	-4
COC(=O)c1cc(NC(=O)CC2NCCNC2=O)cc(C(=O)OC)c1 (configuration not stated)	-6	10	-10	4	0	2	-0.2	-1	-6	-1
COc1cc(C)c(S(=O)(=O)NCc2cccs2)cc1C	-4	8	1	10	-1	-1	0.2	-4	-3	1
C(=C\c1ccccc1)/CN1CCN(C(c2nnnn2-c2ccc3c(c2)OCCO3)C2CC2)CC1 (configuration not stated)	2	11	-2	1	3	7	-0.8	9	0	0
Cc1ccc(CS(=O)(=O)Cc2ccc(C(=O)NCCc3ccccc3)o2)cc1	3	-2	1	-4	1	0	0.6	-4	0	-3
COc1ccc(/C=C(/C(=O)c2cccs2)N2C=CC=CC2=C(C#N)C#N)cc1	-22	-5	-65	5	-107	10	2.7	-2	1	0
COc1ccc(CCN2CC(C(=O)NCCc3ccccc3C)CCC2=O)cc1 (configuration not stated)	1	8	0	10	4	2	-0.1	-1	-5	2

Following part.
Compound	ADAM17 inh	ASAP1 GAP inh	ADAM10 inh	TDP2 absorb	PLC-gamma1 inh	Tn6 DDE FP	KLK7 zymogen act	ARFGAP1 inhibitor	Tn7 DDE FP	LEDGF integ inh
Cc1cccn2c(CNCCc3ccco3)c(C(=O)N3CCOCC3)nc12	-1	-24	-13	11	-8	6	0.6	-11	11	5
Cn1ccnc1SCC(=O)Nc1ccc2c(c1)OCCO2	0	0	0	0	3	-7	0.6	17	2	1
CCCCNc1nc(N(C)c2ccccc2)nc(-n2ccnc2)n1	8	0	11	-18	8	-3	-0.5	-6	7	7
Cc1cc(C(=O)N(CCC#N)Cc2cccs2)no1	-3	4	-3	14	0	3	0.2	-7	2	-2
Clc1ccc(CSc2cnnc3ccccc23)cc1Cl	2	2	6	-11	3	-10	0.1	6	2	-1
O=C1C=C(c2ccc3c(c2)OCO3)C[C@@H](c2ccc(F)cc2)C1	-1	0	-4	-3	-3	-1	0.2	1	-4	4
CCC(=O)N1CCCC(C(=O)Nc2nc3ccccc3n2C)CC1 (configuration not stated)	-5	-9	-3	-6	-2	3	-0.7	-1	3	-3
CC(=O)OC1COC(n2ccc3ccccc32)C(OC(C)=O)C1OC(C)=O (configuration not stated)	4	9	-5	-4	6	6	-0.1	-3	-2	0
CN(C)[C@H]1CCN(c2cccc3c2S(=O)(=O)N2CC[C@H](C2)O3)C1	-2	/	-3	2	1	-8	0.3	/	-8	3
CC(=O)c1cccc(NC(=O)N2CCOCC2)c1	2	-5	-3	-10	1	4	0.2	-7	8	-1

New compounds follow:
Compound	ADAM17 inh	ASAP1 GAP inh	ADAM10 inh	TDP2 absorb	PLC-gamma1 inh	Tn6 DDE FP	KLK7 zymogen act	ARFGAP1 inhibitor	Tn7 DDE FP	LEDGF integ inh
CCN1C(=O)[C@H]2[C@@H](c3ccc(-c4ccc(Cl)c(Cl)c4)cc3)N3CCCC[C@@]3(C(=O)OC)[C@H]2C1=O	-4	5	-2	3	-1	2	-0.3	-5	-7	-2
CCOc1c(C)cc(S(=O)(=O)NCc2ccccn2)c(C)c1C	0	-4	3	-4	1	11	-0.3	-4	5	-1
CCOC(=O)c1c(CC(C)C)csc1NC(=O)C(C)C	-3	2	-1	0	3	7	0.2	1	-2	0
CCOC(=O)Cn1cnc2scc(-c3ccc(C)cc3)c2c1=O	0	0	8	4	1	5	0.7	3	1	0
NC(=O)c1ncn([C@@H]2O[C@H](C(=O)N[C@H](Cc3c[nH]c4ccccc34)C(=O)NCC(=O)N3CCCCC3)[C@@H](O)[C@H]2O)n1	-3	-4	-5	0	1	7	0.5	-7	9	0
Cc1nc2ccccn2c1-c1csc(Nc2cccc(C(=O)O)c2)n1	-5	-8	-8	3	-4	0	-0.5	-2	3	-4
COc1ccc2c(c1)NC(c1ccc(N(C)C)cc1)c1cccn1-2 (configuration not stated)	-97	-5	-204	-2	i	-9	-4.7	1	-2	7
O=C(NCc1ccc(F)cc1)c1ccc(S(=O)(=O)N2CCCC2)cc1	-2	1	-4	1	-2	4	0.1	11	-4	-1
CCOC(=O)c1cc(C(=O)OCC)c(=O)[nH]c1N1CCCCC1	-2	1	-6	4	-3	5	0.2	7	4	-1
Cc1cccc(OCCCSc2nc3ccc(C)cc3[nH]2)c1	7	-14	15	-5	-1	-3	-0.2	12	5	-8

Pulled one by one from above (two):
Compound	ADAM17 inh	ASAP1 GAP inh	ADAM10 inh	TDP2 absorb	PLC-gamma1 inh	Tn6 DDE FP	KLK7 zymogen act	ARFGAP1 inhibitor	Tn7 DDE FP	LEDGF integ inh
Cc1nc2ccccn2c1-c1csc(Nc2cccc(C(=O)O)c2)n1	-5	-8	-8	3	-4	0	-0.5	-2	3	-4
NC(=O)c1ncn([C@@H]2O[C@H](C(=O)N[C@H](Cc3c[nH]c4ccccc34)C(=O)NCC(=O)N3CCCCC3)[C@@H](O)[C@H]2O)n1	-3	-4	-5	0	1	7	0.5	-7	9	0

Screening results from PubChem BioAssay.
